NPR1 activator: GC-A (human) enzyme activation. hit rate 0.14% among 370,000. AID 1671463. HEK293 GC-A cells, cGMP TR-FRET, EC30 ANP; 0% at EC30 ANP, 100% saturating ANP. activation, % at 10 µM. P16066; in the data active means activation above about 40%
TCR CD3 inh: inhibitors of human TCR-CD3 interaction; inhibition, % at 9.4 µM; TAMRA-labeled TCR probe fluorescence, biochemical; hit rate 0.37% among 360,000; AID 651800; in the data active means inhibition above about 19%;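 further: recombinant mutant TCR 2C K166C tagged with TAMRA read by polarization; 0% = receptor in buffer alone and 100% = receptor with positive control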
HTRA1 inhibitor: inhibitors of human serine peptidase HTRA1; inhibition, % at 5.96 µM; hit rate 0.5% among 340,000; recombinant HTRA1, FP-rhodamine activity-based probe, fluorescence polarization; Q92743; in the data active means inhibition above about 36%;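 further: 0% = enzyme with DMSO and 100% = wells lacking enzyme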
NPR2 activator: GC-B (human) receptor activation. P20594. HEK293-GC-B cells, CNP EC30, cGMP TR-FRET; 0% at EC30 CNP, 100% saturating CNP. hit rate 0.11% among 370,000. activation, % at 10 µM;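 active means activation at 10 µM reaching about 35% in either raw or pattern-adjusted values, limit read from the data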
mABHD4 FP: ABHD4 (mouse) inhibition, primary FP screen; Q8VD66; hit rate 0.54% among 370,000; purified mABHD4, FP-Rh probe fluorescence polarization; AID 720543; inhibition, % at 8.92 µM;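 active means inhibition exceeding the mean over every tested compound plus 3 SD, cut at about 30% in these data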;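 further: 0% = plate median of compound wells and 100% = S159A mutant with DMSO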
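Test system: mABHD4 protein | Buffer or medium: HEPES pH 7.0 buffer, 150 mM NaCl, 0.01% Pluronic F-127 | Probe or stimulus: FP-Rh fluorescent activity-based probe, added after compound pre-incubation | Timing: Pre-incubation 45 min, probe exposure 60 min, at 25 °C | Technique: Fluorescence polarization, excitation 525 nm, emission 598 nm, BODIPY TMR filters | Repeats: Single well per compound (singlicate)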
SIAE inh: human SIAE inhibition, primary screen; Q9HAT2; SIAE FP-Rh probe binding, fluorescence polarization; inhibition, % at 9.66 µM; hit rate 0.69% among 370,000; AID 1053197;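 active means inhibition above a cutoff: mean of compounds within the control limits plus 3 SD of those, cut at about 17% in these data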;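 further: 0% = plate median of compound wells and 100% = probe without SIAE protein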
Target sequence (Q9HAT2 whole entry, looked up): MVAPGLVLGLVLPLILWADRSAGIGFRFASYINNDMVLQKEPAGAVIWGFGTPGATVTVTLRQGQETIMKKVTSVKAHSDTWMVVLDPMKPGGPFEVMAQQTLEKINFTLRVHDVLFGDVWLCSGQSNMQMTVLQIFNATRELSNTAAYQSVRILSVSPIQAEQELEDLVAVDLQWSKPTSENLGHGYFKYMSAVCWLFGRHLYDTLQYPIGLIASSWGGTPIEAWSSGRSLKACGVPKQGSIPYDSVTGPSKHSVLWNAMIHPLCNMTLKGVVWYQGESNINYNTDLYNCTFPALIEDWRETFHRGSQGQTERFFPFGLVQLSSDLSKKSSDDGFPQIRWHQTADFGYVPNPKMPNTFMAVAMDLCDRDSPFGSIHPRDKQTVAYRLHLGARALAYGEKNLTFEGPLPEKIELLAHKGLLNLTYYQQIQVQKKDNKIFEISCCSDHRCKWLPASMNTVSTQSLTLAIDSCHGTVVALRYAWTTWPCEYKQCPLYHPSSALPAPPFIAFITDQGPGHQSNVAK
PRMT1 inh: blocks human protein arginine methyltransferase 1 | Q99873 | inhibition, % at 2.79 µM | AID 652257 | hit rate 1.3% among 370,000 | recombinant PRMT1, activity-based probe fluorescence polarization;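 active means inhibition above about 21% made by adding two undisclosed values, limit read from the data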
UHRF1 MBD2 ctr: UHRF1 methyl-DNA binding inhibition. Q96T88. UHRF1 binding to methylated oligo, TR-FRET. inhibition, % at 4.4 µM. hit rate 0.75% among 370,000. AID 687016; in the data active means inhibition above about 21%;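 further: UHRF1 SRA domain binding a hemimethylated CpG hairpin DNA probe; 0% = median of test compound wells and 100% = reference inhibitor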
MBD2 DNA inh: blocks human MBD2 binding to methylated DNA; TR-FRET, MBD2 binding to methylated oligonucleotide; inhibition, % at 4.4 µM; hit rate 0.31% among 370,000; in the data active means inhibition above about 13%
Target sequence (Q9UBB5 whole entry, looked up): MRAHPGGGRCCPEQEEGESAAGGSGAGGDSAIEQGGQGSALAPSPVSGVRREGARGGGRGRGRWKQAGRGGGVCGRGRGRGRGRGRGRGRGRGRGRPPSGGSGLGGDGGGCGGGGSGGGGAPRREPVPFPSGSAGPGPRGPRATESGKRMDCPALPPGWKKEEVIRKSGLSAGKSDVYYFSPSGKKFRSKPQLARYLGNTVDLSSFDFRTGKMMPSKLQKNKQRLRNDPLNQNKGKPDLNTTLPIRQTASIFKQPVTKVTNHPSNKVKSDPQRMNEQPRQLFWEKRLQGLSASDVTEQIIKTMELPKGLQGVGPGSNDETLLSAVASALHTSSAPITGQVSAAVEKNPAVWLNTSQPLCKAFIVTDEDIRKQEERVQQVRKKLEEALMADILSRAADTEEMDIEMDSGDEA
rCAG RNA binder: molecules binding r(CAG) RNA repeats; r(CAG) RNA repeat, TO-PRO-1 dye displacement fluorescence; inhibition, % at 3 µM; hit rate 1.3% among 370,000; AID 651821;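 active means inhibition above the plate cutoff, the mean of all test compounds on that plate plus 3 SD, cut at about 35% in these data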;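 further: 0% = DMSO alone and 100% = 100 µM mitoxantrone as full dye displacement; higher means more dye released from RNA so lower well fluorescence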
* = called active by the depositor; x = no result given. This is a subset, so the mix of outcomes need not match the whole.

SMILES	NPR1 activator	TCR CD3 inh	HTRA1 inhibitor	NPR2 activator	mABHD4 FP	SIAE inh	PRMT1 inh	UHRF1 MBD2 ctr	MBD2 DNA inh	rCAG RNA binder
Cc1nc(SCC(=O)NC2CCS(=O)(=O)C2)c2c3c(sc2n1)CCC3 (stereo unspecified)	-3	1	0	1	4	3	0	-2	1	7
Cc1ccc(C(=O)NNC(=O)C(C)Oc2ccc3ccccc3c2)o1 (stereo unspecified)	-2	0	-4	-8	-1	4	-3	-3	3	0
N#Cc1ccc(CN2CCN(C(=O)CNC(=O)Cc3cccc4ccccc34)CC2)cc1	2	0	-4	-6	3	0	1	-2	-1	-4
CCOC(=O)NC(=O)/C(C#N)=C\c1ccccc1	-7	-2	2	1	-4	-2	5	6	6	4
C[C@@H]1CN([C@@H](C)CO)C(=O)CCCn2cc(nn2)CO[C@H]1CN(C)S(=O)(=O)c1ccc(-n2cccn2)cc1	0	4	7	4	1	2	-3	-2	-2	3
COc1ccc(C2N(C(=O)CN3CCCC3)CCCN2S(=O)(=O)c2ccccc2)cc1 (stereo unspecified)	0	5	5	2	3	2	2	2	6	1
CC(C)Oc1ccc(C(CC(=O)O)NC(=O)C(Sc2ccccc2)c2ccccc2)cc1 (stereo unspecified)	-7	0	x	0	3	4	-2	7	-3	20
Fc1ccccc1/C=N/n1c(C2CCCCC2)n[nH]c1=S	3	-5	-3	3	1	-2	6	-1	6	6
COC(=O)C1=C(C)Nc2ncnn2C1c1cccnc1 (stereo unspecified)	-5	-8	1	2	2	-5	2	5	8	1
CNC(=S)NC(CC(=O)OC)c1ccc2c(c1)OCO2 (stereo unspecified)	-1	0	-1	0	-5	-1	-4	-4	-2	0
Cc1cc(OC(C(=O)O)c2ccccc2)c2c(C)c(Cc3ccccc3)c(=O)oc2c1 (stereo unspecified)	-2	2	-12	2	-4	-6	-1	4	3	24
CN(NS(=O)(=O)c1ccccc1)c1nc2ccccc2nc1C(F)(F)F	-1	-6	-6	-1	-18	1	1	1	4	-3
COc1ccc(-n2ncc3c2CC(C)(C)CC3NC(=O)c2ccnn2C)cc1 (stereo unspecified)	0	2	-8	-1	2	-6	-5	0	-2	-6
Cc1cccc(C(=O)N2CCC(=O)N([C@H](COCc3ccc(Cl)cc3)Cc3ccccc3)CC2)c1	-9	-1	x	-7	0	1	2	1	3	2
N#Cc1ccc(NC(=O)CCc2ccc(S(=O)(=O)N3CCOCC3)cc2)cc1	1	5	0	3	3	1	1	4	2	4
N#Cc1ccsc1NC(=O)CN1CCCCCC1	5	-7	-3	-1	-3	-2	9	0	6	7
CCCOc1ccc(NC(=O)CC2C(=O)N(CC)C(=S)N2CCNC(C)=O)cc1 (stereo unspecified)	3	-4	-3	-1	1	-1	1	7	6	-1
O=c1cc(N2CCN(c3cccc(C(F)(F)F)c3)CC2)[nH]c(=O)n1C1CCCCC1	1	x	x	-5	-1	1	-1	-3	-2	x
Cc1nnc(SCC(=O)Nc2nnc(SCc3cccc(Br)c3)s2)s1	1	0	-1	-2	6	-8	2	0	-3	26
O=C(O)Cc1ccc(-n2cccc2)cc1	0	3	0	3	6	-3	2	30*	14*	7
Cc1cc(C)cc(NC(=O)Nn2cnnc2)c1	3	6	3	2	0	-3	-1	-2	-2	2
COc1ccc(N(CCCN2C(=O)c3cccc4cccc(c34)C2=O)C(=O)c2cccnc2)cc1	-3	4	-12	-6	0	4	0	-3	-2	-4
N#Cc1sc(NCc2cccc(Cl)c2)nc1Cl	-16	0	-27	-9	-12	-3	-2	-2	-2	0
CC(=O)Nc1ccc(Nc2ccc3c4c(cc(=O)n3C)-c3ccccc3C(=O)c24)cc1	4	1	21	-1	16	4	7	11	1	-3
C=CCN(N=Nc1cccc([N+](=O)[O-])c1)c1cccc([N+](=O)[O-])c1	0	4	-18	-1	-1	-4	0	0	-1	11
C[C@H](NC(=O)c1nc[nH]c1C(=O)NC[C@@H](C)O)c1ccccc1	4	-3	1	-3	-6	-2	-2	5	-2	2
O=[N+]([O-])c1ccc(-c2ccn[nH]2)o1	0	1	6	-1	2	-3	0	-6	-3	2
CCOc1ncccc1C(=O)OCC(=O)N1CCc2ccccc21	3	7	4	-1	2	5	-1	-4	-7	-3
C=CCn1c(SCC(=O)C(C)(C)C)nnc1-c1ccccn1	-2	6	-1	1	-5	5	-1	-1	-5	-3
COc1ccc(C(=O)CCS(=O)(=O)c2ccc(F)cc2)cc1OC	-1	-7	2	0	4	5	19	1	3	-6
C[C@H](CCC(=O)N(c1ccccc1)c1ccccc1)CC1CCCCC1	-2	x	x	3	-1	1	-1	-1	-1	2
CSCCn1c(C(C)(C)C)cc(C(=O)O)c1C	1	1	11	-2	6	14	1	2	-4	0
O=C(CSc1n[nH]c(=O)[nH]c1=O)c1cccc([N+](=O)[O-])c1	2	10	0	-1	9	6	18	21	4	7
CC(C)C(N)c1csc(NC(=O)Nc2cccc(Cl)c2)n1 (stereo unspecified)	4	-9	x	-6	10	-3	3	-1	1	44*
CC(C)Oc1ccc(C(CCN)C2CCCCC2)cc1 (stereo unspecified)	-19	-1	-2	-13	18	2	5	3	6	9
C=CCn1c(=O)c2c(nc3n2CC(C)CN3CCc2ccccc2)n(C)c1=O (stereo unspecified)	8	9	5	6	-2	4	-3	-4	1	-5
COc1ccc(-c2c([C@H]3[C@H]4C=CC[C@@H](C)[C@@H]4C(=O)N3Cc3ccccc3)ccc3ccccc23)cc1OC	-5	-4	-47	-5	-24	-5	1	0	1	8
COc1ccc(-c2csc(NC(=O)CSCC(=O)Nc3cc(C)on3)n2)cc1	4	-3	2	-8	-17	-10	-1	1	2	3
COCCn1c(SCC(=O)Nc2ccccc2F)nc2c([nH]c3ccccc32)c1=O	55*	1	0	2	15	-3	4	-1	7	0
Nc1ncnc2c1cnn2C1CC(O)C(CO)O1 (stereo unspecified)	2	-3	2	-3	2	-1	2	5	5	3
O=C(Nc1ccnn1C1CCN(Cc2cc(Cl)ccc2O)CC1)C1CC1	-6	7	0	-2	-3	4	-3	0	3	0
Cc1ccc2nc(Cl)c(/C=C/C(=O)c3ccco3)cc2c1	-14	1	-1	-18	-6	-27	-1	0	-2	6
O=C(C[n+]1cc(Br)cc(Br)c1)c1ccccc1	3	-1	-5	-1	9	1	5	-2	-1	6
CCCOc1ccc(C(NC(=O)CC(C)C)NC(=O)CC(C)C)cc1OC	1	3	0	-3	2	-2	0	-1	-4	-1
COc1ccc(OCCC(=O)OCC(=O)c2ccc[nH]2)cc1	2	6	8	-1	1	-1	-1	16	-4	-4
CN1CCN(CC(=O)Nc2c(C#N)cnn2-c2ccccc2)CC1	1	0	x	4	2	-2	-2	-2	-5	0
O=C1N(Cc2cccc(Cl)c2)C[C@@H]2C[C@@H](c3ccsc3)N3CCC[C@@]123	-13	-7	-10	-8	-10	0	-1	3	-1	3
COc1ccc(C(=O)CC(=O)C(=O)Nc2c(C)cccc2C)cc1	-1	0	8	0	3	-3	-2	-3	-2	3
CCOC(=O)/C(C#N)=C1/C=CN(C)C(C)=N1	-1	2	3	2	-1	1	0	5	-2	2
Cc1ccc(OCC(=O)Sc2ccc(C)cc2)cc1	1	1	-1	8	3	4	20	-1	-1	-2
CCOc1ccc(CN2C(=O)c3ccccc3C2C(=O)NCC2CCCO2)cc1 (stereo unspecified)	-1	-8	-3	0	-7	2	6	6	0	-9
Cn1cc(CN2CCCC(CNC(=O)c3ccc4c(c3)OCO4)C2)c2ccccc21 (stereo unspecified)	-12	9	6	-1	2	2	-1	-2	-3	0
CN(C)C(=O)NC1CCCCCCCCCCC1	2	6	-2	-10	2	-3	0	2	0	6
CC(=O)c1cccc(NC(=O)c2oc(C)nc2C)c1	-1	6	-1	6	1	3	0	-1	3	2
COc1ccc(Cl)cc1NS(=O)(=O)c1c(C)nc2sccn2c1=O	-9	4	3	-18	2	-2	2	1	-3	3
COc1cccc(C(=O)C(CCC#N)c2ccccc2)c1 (stereo unspecified)	-19	-3	-1	-14	-10	-5	6	4	3	2
CCOc1ccc2oc(C(=O)Nc3nccs3)c(C)c2c1	2	1	-3	-2	-6	-3	3	3	1	2
CC(C)Cn1c(N)c(C(=O)COC(=O)c2cc(-c3ccco3)nc3ccccc23)c(=O)n(C)c1=O	-9	10	-49	4	-3	2	1	10	8	41*
Cc1ccc(-c2csc3ncnc(SCC(=O)NCc4ccc5c(c4)OCO5)c23)cc1	-1	0	-10	-4	-5	-1	1	-2	0	2
CCC[C@@H](CN1CCC[C@H]1CN1C(N)=NC[C@H]1CC(C)C)N1C[C@@H](Cc2ccccc2)N(CCCC2CCCC2)C1=N	3	2	-5	6	34*	15	3	-1	-1	9

12 of the compounds above, with values under each structure:
Each structure is followed by: NPR1 activator	TCR CD3 inh	HTRA1 inhibitor	NPR2 activator	mABHD4 FP	SIAE inh	PRMT1 inh	UHRF1 MBD2 ctr	MBD2 DNA inh	rCAG RNA binder
CCOC(=O)/C(C#N)=C1/C=CN(C)C(C)=N1
→ -1	2	3	2	-1	1	0	5	-2	2
Cc1ccc(OCC(=O)Sc2ccc(C)cc2)cc1
→ 1	1	-1	8	3	4	20	-1	-1	-2
CCOc1ccc(CN2C(=O)c3ccccc3C2C(=O)NCC2CCCO2)cc1 (stereo unspecified)
→ -1	-8	-3	0	-7	2	6	6	0	-9
Cn1cc(CN2CCCC(CNC(=O)c3ccc4c(c3)OCO4)C2)c2ccccc21 (stereo unspecified)
→ -12	9	6	-1	2	2	-1	-2	-3	0
CN(C)C(=O)NC1CCCCCCCCCCC1
→ 2	6	-2	-10	2	-3	0	2	0	6
CC(=O)c1cccc(NC(=O)c2oc(C)nc2C)c1
→ -1	6	-1	6	1	3	0	-1	3	2
COc1ccc(Cl)cc1NS(=O)(=O)c1c(C)nc2sccn2c1=O
→ -9	4	3	-18	2	-2	2	1	-3	3
COc1cccc(C(=O)C(CCC#N)c2ccccc2)c1 (stereo unspecified)
→ -19	-3	-1	-14	-10	-5	6	4	3	2
CCOc1ccc2oc(C(=O)Nc3nccs3)c(C)c2c1
→ 2	1	-3	-2	-6	-3	3	3	1	2
CC(C)Cn1c(N)c(C(=O)COC(=O)c2cc(-c3ccco3)nc3ccccc23)c(=O)n(C)c1=O
→ -9	10	-49	4	-3	2	1	10	8	41*
Cc1ccc(-c2csc3ncnc(SCC(=O)NCc4ccc5c(c4)OCO5)c23)cc1
→ -1	0	-10	-4	-5	-1	1	-2	0	2
CCC[C@@H](CN1CCC[C@H]1CN1C(N)=NC[C@H]1CC(C)C)N1C[C@@H](Cc2ccccc2)N(CCCC2CCCC2)C1=N
→ 3	2	-5	6	34*	15	3	-1	-1	9
